# Pemphigus Ab inh = inhibitors of pemphigus antibody binding to human desmoglein-3. binding (percent of control), % at 10 µM. actives 0.48% (n = 310,000). P32926. DSG3-coupled beads, scFv-anti-DSG3-GFP binding, flow cytometry; active compounds read low;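 active = binding more than 3 SD below its plate's average and above zero; inconclusive = below that plate limit but binding exactly zero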;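 also: hits lower antibody fragment binding to DSG3; some compounds called inactive have numbers as strong as hits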
# V-ATPase pH = yeast V-ATPase proton transport regulation by pHLuorin. S. cerevisiae, pHLuorin cytosolic pH fluorescence. response, % at 10 µM. actives 0.37% (n = 350,000). AID 504577; in the data active = response mostly above about 7.3%, no sharp cut-off; inactive = mostly below about 5.4%; also: actives read high; inactives centre near 0; some compounds called inactive have numbers as strong as hits
# Keap1 Nrf2 FP = disrupts human Keap1 binding to Nrf2 peptide. AID 504523. Keap1 Kelch-Nrf2 peptide fluorescence polarization, 1536-well. Q14145. actives 0.15% (n = 340,000). inhibition, % at 9.4 µM; in the data active = inhibition above about 12%; inconclusive = no clear call, values can overlap the other calls; inactive = below about 7.3%;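 also: human Keap1 Kelch domain with fluorescein labeled Nrf2 9mer peptide probe; 0% = neutral control wells and 100% = peptide positive control; higher means more block of Keap1 binding to Nrf2 peptide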
# Arrestin-AP2 inh = inhibitors of human beta-arrestin and AP2 interaction. FITC-arrestin peptide / GST-AP2 beads, flow cytometry; AP2 beta2 appendage carries R879A mutation. inhibition, % at 10 µM. actives 0.31% (n = 340,000). AID 504490;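 active = inhibition above a set limit, near 3 SD of compounds lacking own fluorescence, cut at about 54% in these data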;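 also: plate controls were DMSO wells for no effect and 5 µM unlabelled arrestin peptide for full effect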
#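 Measured by: flow cytometry, FL1 (488/535 nm); Material: AP2 appendage R879A on GSH beads; Evaluation: percent response; Timing: pre-incubation 12 min, peptide binding 1 h, room temperature; Also added: 50 nM FITC-arrestin peptide; Medium: PBS with 0.05% Tween 20 and 0.1% BSA.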
# CAL PDZ FP-1 = blocks peptide binding to the human CAL PDZ domain; AID 602252; actives 0.92% (n = 300,000); purified CAL PDZ, TMR-peptide fluorescence polarization, 1 h; Q9HD26; inhibition, % at 24.9 µM;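 active = mean inhibition of at least 30% with at least half of replicates also reaching 30%; inconclusive = no clear call, values can overlap the other calls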;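 also: 0% = DMSO neutral control and 100% = excess unlabeled competitor peptide PRC23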
# DAGLB inh = blocks human DAGLB lipase activity | Q8NCG7 | HEK293T DAGLB membrane lysate, EnzChek fluorogenic substrate | inhibition, % at 5.17 µM | actives 0.059% (n = 340,000) | AID 504411; in the data active = inhibition above about 34%;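 also: 0% = enzyme with vehicle and 100% = wells lacking enzyme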
# CAL PDZ FP-2 = blocks peptide binding to human CAL PDZ domain; actives 0.02% (n = 330,000); purified CAL PDZ, TMR-peptide fluorescence polarization, 1 h; inhibition, % at 20 µM; Q9HD26; AID 504414;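 active = highest replicate inhibition of at least 40%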;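 also: plate controls were DMSO neutral control wells for no effect and unlabeled competitor peptide control wells for full effect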
#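 Material – purified CerCALP PDZ construct · Detection – FP readout, S and P plane fluorescence · Measure – percent inhibition from loss of millipolarization · Controls – unlabelled peptide for full inhibition, DMSO wells as neutral · Probe or stimulus – TMR-labelled reporter peptide T*-PRC34 bound in PDZ groove · Times – 1 h at RT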
# LANA DNA inh = KSHV C-LANA DNA binding inhibition; actives 0.078% (n = 340,000); AID 504423; inhibition, % at 9 µM; MBP-C-LANA/FAM-LBS DNA binding, fluorescence polarization;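 active = highest replicate inhibition at or above 60% at 9 µM, even if other replicates fall short; inactive = all replicates below 60% inhibition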;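 also: 0% = neutral control wells and 100% = 4 µM acridine orange control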
# Cardiac RTF inh = cardiac RTF calcium desensitization. actives 0.12% (n = 340,000). IANBD-labeled cardiac RTF, Ca2+ fluorescence. inhibition, % at 7.15 µM;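 active = inhibition above the mean inhibition of all tested compounds plus 3 SD, cut at about 17% in these data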;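 also: assay run at fixed EC70 calcium of 1.6 mM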
# NSD2 HMT inh = blocks human histone methyltransferase NSD2. O96028. NSD2 peptide methylation, AlphaScreen, 120 min. inhibition, % at 12.5 µM. actives 0.54% (n = 310,000); in the data active = inhibition above about 50%
# Target sequence (O96028 whole entry, looked up): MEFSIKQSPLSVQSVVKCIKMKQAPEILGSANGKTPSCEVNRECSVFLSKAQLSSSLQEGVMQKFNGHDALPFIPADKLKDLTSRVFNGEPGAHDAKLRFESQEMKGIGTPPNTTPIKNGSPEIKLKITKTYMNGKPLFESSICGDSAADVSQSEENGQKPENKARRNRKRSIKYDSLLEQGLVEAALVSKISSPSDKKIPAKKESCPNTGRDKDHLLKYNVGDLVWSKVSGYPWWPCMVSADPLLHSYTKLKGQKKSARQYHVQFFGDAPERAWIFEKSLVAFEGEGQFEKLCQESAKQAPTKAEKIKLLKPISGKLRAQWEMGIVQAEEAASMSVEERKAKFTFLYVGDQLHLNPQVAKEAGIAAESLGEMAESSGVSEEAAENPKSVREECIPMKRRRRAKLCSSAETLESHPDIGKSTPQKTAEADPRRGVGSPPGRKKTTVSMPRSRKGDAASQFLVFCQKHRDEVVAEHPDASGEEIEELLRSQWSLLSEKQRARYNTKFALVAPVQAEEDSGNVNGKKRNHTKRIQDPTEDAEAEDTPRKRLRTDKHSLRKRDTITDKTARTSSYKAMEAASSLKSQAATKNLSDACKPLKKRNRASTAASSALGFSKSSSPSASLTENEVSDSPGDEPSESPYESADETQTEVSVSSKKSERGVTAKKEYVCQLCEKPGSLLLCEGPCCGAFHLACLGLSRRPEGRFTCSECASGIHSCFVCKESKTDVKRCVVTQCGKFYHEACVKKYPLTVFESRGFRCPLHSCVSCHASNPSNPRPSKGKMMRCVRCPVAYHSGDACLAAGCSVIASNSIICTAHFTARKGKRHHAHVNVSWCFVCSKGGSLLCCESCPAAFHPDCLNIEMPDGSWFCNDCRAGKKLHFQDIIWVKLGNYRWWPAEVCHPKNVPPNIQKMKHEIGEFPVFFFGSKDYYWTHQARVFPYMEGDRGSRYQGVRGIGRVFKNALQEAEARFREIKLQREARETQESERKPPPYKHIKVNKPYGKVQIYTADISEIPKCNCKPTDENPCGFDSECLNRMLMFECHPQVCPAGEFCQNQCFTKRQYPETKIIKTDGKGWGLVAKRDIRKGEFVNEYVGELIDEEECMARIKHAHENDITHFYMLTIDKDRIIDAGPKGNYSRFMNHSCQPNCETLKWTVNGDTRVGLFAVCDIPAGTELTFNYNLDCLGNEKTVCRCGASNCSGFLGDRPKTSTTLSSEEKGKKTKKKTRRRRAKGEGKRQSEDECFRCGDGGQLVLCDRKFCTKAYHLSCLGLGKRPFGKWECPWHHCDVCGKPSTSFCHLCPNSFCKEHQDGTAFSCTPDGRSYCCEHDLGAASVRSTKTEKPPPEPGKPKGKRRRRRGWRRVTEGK
# The depositor's hits bear a star; u = inconclusive; x = not tested or not shown.
SMILES,Pemphigus Ab inh,V-ATPase pH,Keap1 Nrf2 FP,Arrestin-AP2 inh,CAL PDZ FP-1,DAGLB inh,CAL PDZ FP-2,LANA DNA inh,Cardiac RTF inh,NSD2 HMT inh
Cc1ccc2c(c1)C(=O)C(=O)N2CC(=O)Nc1ccccc1NC(=O)c1ccccn1,98,-1,3,0,3,2,-1.2,1.1,0,x
CC(C)=CCC1=C(OCC(=O)O)C(=O)c2ccccc2C1=O,90,1,-5,8,6,4,-0.1,3.2,-9,127*
C=C1CSc2nc3ccccc3c(=O)n21,90,-2,-15,15,-5,-2,0.3,-1.4,-5,0
Cc1cc2c(N=NC(=O)C3CC3c3ccccc3)c(O)[nH]c2cc1Br (stereo not given),119,2,-1,8,-3,6,-4.3,-0.2,-4,-1
CCOC(=O)c1[nH]c2ccc(F)cc2c1NC(=O)c1ccccc1C(=O)O,102,3,-1,-14,-1,3,0.2,-2.6,-8,-3
O=[N+]([O-])c1ccc(C(=S)N2CCCC2)cc1,100,-1,1,18,-1,2,-0.1,-0.1,4,-3
CC1CCC(NC(=O)C2CCN(S(=O)(=O)c3ccc4nc5c(c(C(=O)O)c4c3)CC(C)CC5)CC2)CC1 (stereo not given),100,4,-3,-16,-3,3,-6.0,2.0,-2,8
CCCN1C2=NCCN2c2ccccc21,101,-3,-2,4,0,-1,-0.8,-2.5,-2,-1
COc1cc(C(C)=O)ccc1OCC(O)CN1CCN(c2ccc(F)cc2)CC1 (stereo not given),103,-2,0,4,3,-6,-1.4,-1.8,-8,9
Cc1nnc(NC(=O)C2CCN(S(=O)(=O)c3ccc(Cl)cc3)CC2)s1,102,-1,5,23,-6,-1,-0.7,-0.5,1,0
Cn1c(=O)oc2cc(S(=O)(=O)N3CCC(C(=O)Nc4ccc(OC(F)(F)F)cc4)CC3)ccc21,103,1,5,-9,-7,4,-0.4,2.1,-9,x
COCCCNC(=O)c1oc2ccc(S(=O)(=O)N(C)C3CCCCC3)cc2c1C,98,1,-4,0,-3,-3,-2.1,-0.9,-10,-3
CCOc1ccc(Oc2ccc(Cl)cc2N)cc1,99,1,-6,-3,-5,-10,-1.1,-0.6,4,3
Cc1ccc(NC(=O)C2CCCN(S(=O)(=O)c3cccc4cccnc34)C2)cc1 (stereo not given),101,1,-1,27,x,3,-3.4,0.1,-9,1
Cc1ccc(Nc2nnc(SC/C(O)=C(\C#N)c3nc4ccccc4[nH]3)s2)c(C)c1,84,-2,0,0,-5,8,-3.1,-1.1,-5,-1
CCOC(=O)N/N=C\c1ccc(OC(=O)c2ccc3c(c2)OCO3)cc1,100,13,2,-17,-2,0,-0.5,-0.5,-6,-1
COc1ccc(CNC(=O)Cc2cn(C)c3ccccc23)c(OC)c1,102,-2,-6,35,-8,0,-1.1,0.8,-1,3
O=C(O)CNC(=O)c1ccc(Sc2ccccc2)c([N+](=O)[O-])c1,101,-2,-1,-3,-4,4,-1.2,0.1,-21,-3
COc1ccccc1CC(=O)N1CCN(c2ccccn2)CC1,101,0,1,-6,-3,3,x,-0.5,-9,-4
Cc1cccc(CN2CCc3c([nH]c4ccccc34)C2C(C)(C)C)n1 (stereo not given),94,-4,-4,-8,-5,-1,-0.7,0.5,-7,4
O=C(/C=C/c1ccccc1)NCc1ccc2c(c1)OCO2,129,-4,0,7,-1,-12,-1.4,2.2,-6,-2
COc1ccc(NC(=O)COc2ccc(C)nc2[N+](=O)[O-])cc1S(N)(=O)=O,97,2,-1,0,x,0,-1.7,-3.3,3,x
CCCCc1c(C)[nH]c(=S)[nH]c1=O,97,0,-5,-4,1,0,-1.2,-2.4,-5,-3
Cc1cc(Nc2ccccc2)n(-c2cccc(Cl)c2)n1,100,-1,-2,16,1,-3,4.3,0.3,0,-2
COc1ccc(-n2nc3c(c2NC(=O)c2ccccc2S(=O)(=O)C(F)F)CS(=O)(=O)C3)cc1,x,1,0,6,-3,-3,-2.6,-0.3,-3,3

# (listing goes on)
SMILES,Pemphigus Ab inh,V-ATPase pH,Keap1 Nrf2 FP,Arrestin-AP2 inh,CAL PDZ FP-1,DAGLB inh,CAL PDZ FP-2,LANA DNA inh,Cardiac RTF inh,NSD2 HMT inh
Cc1cccc(N2C(=O)c3cccc4c(N(C)CCO)ccc(c34)C2=O)c1,149,3,12*,11,-1,-54,-1.7,68*,-273,-4
O=c1/c(=C/c2ccco2)sc2nc(-c3ccccc3Br)nn12,108,5,-4,0,-2,-4,-2.7,1.7,-9,8
Cc1ccc(NC(=O)C(=O)NCCCN2CCCC2=O)c(C)c1,94,0,6,20,-1,2,-1.5,-1.9,2,0
CCOC(=O)c1ccccc1NC(=O)C1CC(=O)N(C2CCCCC2)C1 (stereo not given),109,-2,-7,-6,-1,0,-1.2,0.9,6,0
CC(C)(C)c1nc(SCC(=O)c2ccccc2)c2ccccc2n1,102,-1,-2,34,-3,-12,-2.7,-0.5,7,1
O=C(OCC(=O)N1CCN(C(=O)c2ccco2)CC1)c1cccc(S(=O)(=O)N2CCc3ccccc32)c1,103,0,-1,-1,-3,2,-1.9,1.2,1,2
COc1ccc(-n2cc(CN(C)CCO)c(-c3cccc(F)c3)n2)cc1,98,0,2,-2,-14,0,-1.9,-1.5,2,-2
CCN1CCN(CCC(=O)Nc2cccc(OC)c2)CC1,x,-2,3,8,2,0,0.2,0.1,-7,8
O=[N+]([O-])c1ccc(-c2nnc3cccc(Cl)n23)cc1,104,-1,1,26,-2,-2,-0.7,1.0,-6,3
CC(C)(C)OC(=O)N[C@@H](Cc1ccccc1)C(=O)N[C@@H](CO)[C@H](O)[C@@H]1C[C@@H]1C(=O)NC1CC1,101,11*,-5,0,-2,0,-0.3,-0.3,5,x
Cc1ccc(-n2c(SCC(=O)Nc3cc(C)on3)nc3c([nH]c4ccccc43)c2=O)cc1,74,1,-3,92*,-3,1,0.2,2.2,-4,x
CC(C)(C)c1cc(C(C)(C)C)n(-c2ccccc2)n1,94,1,-5,-3,-2,1,-2.2,-2.4,8,-1
CCC(=O)Nc1ccccc1-c1nc2ccccc2[nH]c1=O,103,1,-1,-4,-1,1,-0.3,-0.3,-3,-4
CC[C@@H]1C=C(C(=O)O)[C@H](c2ccc(Cl)c(Cl)c2)N1S(=O)(=O)c1ccc(C)cc1,91,4,-1,8,-6,9,-0.5,0.6,-8,x
CCOC(=O)c1ccc(S(=O)(=O)Nc2cc(S(=O)(=O)Nc3ccc(OC)cc3)ccc2O)cc1,93,4,u,16,x,17,-0.4,-1.2,-7,7
CCOC(=O)C1=C(N)Oc2cc(C)oc(=O)c2C1c1cccnc1 (stereo not given),106,5,-1,3,-2,-5,-0.3,2.5,-2,2
COc1ccc(C(C)=O)cc1CSCC(=O)O,99,5,-4,-8,-4,3,0.2,-0.2,-1,-1
CN1CCN(CC(=O)Nc2ccccc2C(F)(F)F)CC1,107,-3,-5,0,4,1,-5.8,-0.5,-1,1
CN1CCN(C(=O)C2CCC(CNS(=O)(=O)c3cccc4cccnc34)CC2)CC1 (stereo not given),107,4,2,0,x,-2,-0.4,0.7,-4,x
O=C(Nc1ccc(F)cc1)C1CCC(CNc2c(N3CCCCC3)c(=O)c2=O)CC1 (stereo not given),100,-7,-6,5,-2,-2,1.7,0.1,-6,-1
Cc1[nH]n(C(N)=S)c(=O)c1N=Nc1ccc([N+](=O)[O-])cc1Cl,106,0,2,4,8,14,-1.3,2.2,-2,18
CCOc1ccc(CCNc2nc3ccccc3n3cnnc23)cc1OCC,103,-2,2,-3,-4,0,-1.3,0.3,-5,x
COc1ccc(OCC(=O)NNC(=O)C(=O)N2CCCC2)cc1,97,1,-2,2,-2,-3,-1.8,1.4,-6,0
Cc1ccc(CO/N=C\Cc2snc(Sc3ncc(C(F)(F)F)cc3Cl)c2C#N)cc1,100,0,-3,25,-5,-7,x,-0.2,3,3
O=C(Cn1cnc2c(nnn2Cc2ccc(Cl)cc2)c1=O)N1CCCc2ccccc21,89,1,2,11,-1,2,-2.2,-1.8,8,x

# (listing goes on)
SMILES,Pemphigus Ab inh,V-ATPase pH,Keap1 Nrf2 FP,Arrestin-AP2 inh,CAL PDZ FP-1,DAGLB inh,CAL PDZ FP-2,LANA DNA inh,Cardiac RTF inh,NSD2 HMT inh
C=CC[C@@H](CC(=O)NCCO)C(=O)N[C@@H](COC(=O)[C@@H](CC=C)Cc1ccc(F)cc1)Cc1c[nH]c2ccccc12,102,-2,-7,2,-2,1,-0.7,1.8,8,x
CC(C)C(=O)N(Cc1cc2ccccc2[nH]c1=O)C(C)(C)C,97,-1,5,-1,-2,-3,0.8,1.0,-9,-7
CC(C)(C)C(=O)Nc1c2c(nn1-c1cccc(Cl)c1)CS(=O)(=O)C2,98,2,-2,12,-3,2,-2.1,0.1,-2,4
CCNC(=O)c1ccc(CSc2ccc(Cl)cc2)cc1,100,18,-5,35,3,-2,-1.3,-0.6,-17,x
CCN(CC)CCCC(C)NC(=O)c1cccc(S(=O)(=O)N2CCc3ccccc32)c1 (stereo not given),102,-1,-3,-33,3,0,-2.1,-0.2,14,5
O=C1C(=O)c2c(ccc3ccccc23)-c2ccccc21,82,-4,5,-16,-1,3,0.7,-1.2,-2,-1
CCN(CC)CC#Cc1ccc(C)cc1,x,1,-4,1,2,2,0.5,-1.1,2,0
Cc1ccc(CN2CCC(Oc3cccc(C(=O)N(C)CCN(C)C)c3)CC2)cc1C,111,0,-2,-5,9,1,-0.4,-0.9,-6,6
COc1ccc(S(C)(=O)=O)cc1S(C)(=O)=O,104,-1,-8,0,-6,-2,-3.0,1.4,-8,2
CCOC(=O)N1CCN(C(=O)CNC(=O)Cc2ccc(Cl)cc2)CC1,92,2,-5,87*,-3,1,-0.2,1.6,0,1
CCOc1ccc2nc(NC(=O)C3(C)CC3(Br)Br)sc2c1 (stereo not given),107,0,-1,25,x,-1,-1.5,-2.9,-5,1
COc1ccc(CCN(C)C(=O)c2c(C)noc2C)cc1OC,x,-1,0,4,-3,-1,-1.1,-0.9,2,-1
Cc1ccc(CSc2nc3ncccc3[nH]2)cc1,105,0,0,33,-5,2,-2.4,0.5,-3,0
O=C1CN(C(=O)CSc2nc3ccccc3c(=O)n2Cc2ccc(F)cc2)c2ccccc2N1,92,1,0,4,-6,4,-4.1,-0.8,-7,2
CC(Sc1ncccn1)C(=O)Nc1ccc2c(c1)OCCO2 (stereo not given),107,-8,-4,6,8,0,-2.4,0.4,11,22
COc1cc(/C=C2\SC(=S)N(CC(=O)Nc3ccccn3)C2=O)cc(OC)c1OC,92,2,-13,23,-2,4,-0.6,-0.2,-15,-3
Cc1cc(C)c2cc3c(ccn3C3OC[C@H](O)[C@H](O)[C@H]3O)cc2n1 (stereo not given in full),106,3,3,24,0,-2,0.3,4.7,-8,2

# Assay outcomes deposited in PubChem BioAssay by several laboratories.

# A portion of the library; rates above refer to the full screens.
